Screening results as filed in PubChem BioAssay.
CHO-K1 Ca antag: M1 antagonist counterscreen hit in parental CHO-K1 cells | ATP-induced calcium, Fluo-8 fluorescence | inhibition, % at 3 µM | 360,000 tested, 0.6% active | AID 602250;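 active means inhibition above a per-plate cutoff, the plate's mean sample inhibition plus 3 SD, cut at about 24% in these data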;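 further: 0% = DMSO plus EC80 ATP and 100% = DMSO alone without ATP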
CHRM1 agonist: human M1 muscarinic receptor agonists, primary screen, Fluo-8 calcium fluorescence, CHO-K1 cells, HTS; activation, % at 3 µM; AID 588814, 2011; CHO-K1 hM1, agonist mode; 0% DMSO, 100% acetylcholine EC100; 360,000 tested, 0.33% active; Muscarinic acetylcholine receptor M1 (Homo sapiens), P11229;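 active means activation above the run's mean compound activation plus 3 SD, cut at about 16% in these data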;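 further: peak over basal fluorescence ratio within a 140 s kinetic read after compound addition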
Target sequence (P11229 whole entry, looked up): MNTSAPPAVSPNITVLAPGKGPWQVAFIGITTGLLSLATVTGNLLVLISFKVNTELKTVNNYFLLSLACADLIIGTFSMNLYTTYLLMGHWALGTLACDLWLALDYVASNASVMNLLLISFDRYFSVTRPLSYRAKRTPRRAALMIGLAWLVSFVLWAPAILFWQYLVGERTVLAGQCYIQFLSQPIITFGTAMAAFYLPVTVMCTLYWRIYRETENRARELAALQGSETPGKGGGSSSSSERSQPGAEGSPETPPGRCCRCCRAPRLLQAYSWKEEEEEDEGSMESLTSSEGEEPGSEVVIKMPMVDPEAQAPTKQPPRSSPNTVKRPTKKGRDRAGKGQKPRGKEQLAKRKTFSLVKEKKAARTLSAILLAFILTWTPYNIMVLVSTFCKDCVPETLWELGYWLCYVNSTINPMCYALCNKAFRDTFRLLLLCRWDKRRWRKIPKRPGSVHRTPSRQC
CHO-K1 Ca ag: counter-screen for M1 agonists: effect in parental CHO-K1 cells | Fluo-8 calcium fluorescence; scaled to maximal ATP response, vehicle zero | activation, % at 3 µM | 360,000 tested, 0.48% active | AID 602248, 2012; in the data active means activation above about 15%;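 further: untransfected CHO-K1 host cells lacking M1 receptor as counterscreen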
TAAR1 antagonist: human TAAR1 antagonists, primary screen, Fluo-8 calcium fluorescence, CHO RD-HGA16 cells; Trace amine-associated receptor 1 (Homo sapiens), Q96RJ0; antagonist; inhibition, % at 3 µM; 360,000 tested, 1.5% active;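 active means inhibition above a per-plate cutoff, the mean inhibition of test compounds on that plate plus 3 SD, cut at about 49% in these data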;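 further: 0% = DMSO plus EC80 beta-PEA response and 100% = DMSO alone without agonist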
Target sequence (Q96RJ0 whole entry, looked up): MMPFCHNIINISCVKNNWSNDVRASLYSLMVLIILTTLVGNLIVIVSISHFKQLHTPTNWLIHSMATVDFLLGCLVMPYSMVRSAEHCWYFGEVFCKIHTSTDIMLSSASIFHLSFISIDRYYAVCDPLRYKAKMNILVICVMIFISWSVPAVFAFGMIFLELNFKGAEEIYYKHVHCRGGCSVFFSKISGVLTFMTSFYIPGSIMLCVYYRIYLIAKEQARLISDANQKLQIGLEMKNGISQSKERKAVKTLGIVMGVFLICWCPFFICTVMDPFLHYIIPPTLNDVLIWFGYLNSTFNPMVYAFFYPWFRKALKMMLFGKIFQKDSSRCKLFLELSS
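Test system – hTAAR1-expressing CHO RD-HGA16 cells, Gα16-coupled · Also added – β-PEA at EC80 concentration, post-compound challenge · Compound – 3 µM, single point · Incubation – dye loading 75 min at 37 °C, then 30 min room temperature · Measured by – Fluo-8 intracellular calcium dye fluorescence, real-time kinetic reads · Benchmarks – vehicle and agonist controls · Replicates – singlicate, one well per test compound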
M1 PAM: human M1 muscarinic receptor positive allosteric modulators, primary screen, CHO-K1 cells, Fluo-8 calcium fluorescence, 1536-well. CHO-K1 hM1, ACh EC20; 0% = ACh EC20, 100% = maximal ACh. activation, % at 3 µM. 360,000 tested, 0.088% active; in the data active means activation above about 19%, passing the limit was not always enough
M1 PAM parental: nonselective calcium activators in parental CHO-K1 cells, primary screen, counter-screen for M1 PAM project, cell-based, Fluo-8 calcium fluorescence, full deck, 1536-well; ATP EC20; 0% at ATP EC20, 100% at ATP max; activation, % at 3 µM; 360,000 tested, 0.02% active;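 active means activation above the run cutoff, the mean activation of all test compounds plus 3 SD, cut at about 40% in these data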;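 further: peak over basal fluorescence ratio in a 140 s read after ATP addition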
TAAR1 agonist: human TAAR1 agonists, primary screen, Fluo-8 calcium fluorescence, CHO RD-HGA16 cells; 360,000 tested, 0.99% active; activation, % at 3 µM; vehicle wells 0%, saturating PEA agonist 100%;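 active means activation above the mean activation of all test compounds in the run plus 3 SD, cut at about 38% in these data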
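System: CHO RD-HGA16 cells carrying human TAAR1 plus Gα16; Incubation: 17-24 h seeding, 75 min 37 °C dye, 30 min RT; Measured by: Fluo-8 fluorescence, 5 s baseline then 140 s kinetic read; Control set: DMSO and PEA EC100; Replication: single well for each compound.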
CHO parental Ca: ATP-evoked calcium signal inhibitors, parental CHO, primary screen, counter-screen for OX1R antagonist project, cell-based, fluorescence, Fluo-8 calcium dye | 330,000 tested, 0.63% active | inhibition, % at 5.6 µM | parental CHO-K1, ATP-induced calcium, Fluo-8 fluorescence;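 active means inhibition above that plate's mean sample inhibition plus 3 SD, cut at about 26% in these data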;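 further: 0% = ATP-challenged DMSO wells and 100% = DMSO wells without ATP; some compounds past the cut are filed as inactive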
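Assay system – parental CHO cells · Reagent – ATP stimulus · Detection – intracellular calcium via Fluo-8 no-wash fluorescent dye · Evaluation – percent inhibition of ATP-evoked calcium rise, normalized to controls · Controls – ATP wells versus no-ATP DMSO wells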
CHRM1 antagonist: human M1 muscarinic receptor antagonists, primary screen, CHO-K1 cells, Fluo-8 calcium fluorescence, 1536-well | Muscarinic acetylcholine receptor M1 (Homo sapiens), P11229 | inhibition, % at 3 µM | 360,000 tested, 1.3% active | AID 588852, 2011 | CHO-K1 hM1, ACh EC80 antagonist;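 active means percent inhibition above its own plate's cutoff, namely the mean of that plate's compound wells plus 3 SD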;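 further: peak over basal fluorescence ratio during 140 s after agonist addition; 0% = ACh EC80 plus DMSO and 100% = DMSO alone without agonist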
Numbers without * were called inactive; · = not tested or not shown.

SMILES	CHO-K1 Ca antag	CHRM1 agonist	CHO-K1 Ca ag	TAAR1 antagonist	M1 PAM	M1 PAM parental	TAAR1 agonist	CHO parental Ca	CHRM1 antagonist
CC12CCC(C(=O)Nc3cccnc3)(CC1=O)C2(C)C (stereo not given)	-7	-1	0.6	-22	4	16	18	-10	-10
CC(=O)Cc1nsc(NC(=O)c2ccc(COc3cccc(C)c3)o2)n1	-10	2	8.8	4	0	4	7	3	-2
O=C(C1=C(O)C(=O)N(CCN2CCOCC2)C1c1cccnc1)c1cc2ccccc2o1 (stereo not given)	-10	-3	0.1	8	5	5	9	-3	-6
CCN(c1cc(C)cc(C)c1)S(=O)(=O)c1nnc(NC(=O)C(C)(C)C)s1	10	-2	9.2	-7	1	11	-2	·	-1
O=C(COC(=O)c1ccc(Cl)nc1)Nc1ccc2ccccc2c1	-8	-4	1.9	-23	1	-2	6	·	1
COc1cccc(C(=O)Nc2ccccc2C(=O)N2CCCC2)c1	0	-3	0.1	-2	1	7	15	-1	3
COc1ccc(C2CCCN2C(=S)Nc2cccc(C)c2C)cc1OC (stereo not given)	5	5	0.3	-7	8	6	-2	-10	-12
CCN(CC(=O)NC1CC1)S(=O)(=O)c1ccc(C)cc1	-4	-1	0.4	-7	13	10	1	-12	-12

(next part)
SMILES	CHO-K1 Ca antag	CHRM1 agonist	CHO-K1 Ca ag	TAAR1 antagonist	M1 PAM	M1 PAM parental	TAAR1 agonist	CHO parental Ca	CHRM1 antagonist
COc1cc(OC)cc(C(=O)NC(=S)Nc2ccc3oc(=O)ccc3c2)c1	-10	-1	0.2	-17	2	-3	3	-3	-4
Cc1ccc(NC(=O)C(=O)NCC2CCN(C(=O)c3cccc([N+](=O)[O-])c3)CC2)cc1	0	-2	1.8	4	3	-12	1	-14	2
CCN(CCCNC(=O)CCNC(=O)Cn1cnc2ccccc2c1=O)c1ccccc1	-10	-4	0.0	13	7	16	1	-10	-28
COc1ccccc1CCNC(=O)C1CCN(C(=O)/C=C/c2ccccc2)CC1	-15	-11	0.8	12	6	0	-2	-7	-11
COc1cc(CNc2ncnc3c2ncn3[C@H]2CN(CCN3CCOCC3)C[C@@H](CO)O2)cc(OC)c1OC	-1	4	0.0	2	18	-5	2	·	-18
O=[N+]([O-])/C(C(Cl)=C(Cl)Cl)=C(/NC1CC1)Sc1ccccc1	-6	-6	0.2	12	0	1	9	-5	0
O=C(Nc1cccc(C(F)(F)F)c1)C(Sc1cccc[n+]1[O-])c1ccccc1 (stereo not given)	-2	-4	0.6	-8	1	11	16	8	-4
CCN1CCc2nc(NC(=O)c3ccccc3)sc2C1	2	-5	0.0	16	2	-2	6	-12	4

Other entries
SMILES	CHO-K1 Ca antag	CHRM1 agonist	CHO-K1 Ca ag	TAAR1 antagonist	M1 PAM	M1 PAM parental	TAAR1 agonist	CHO parental Ca	CHRM1 antagonist
CCCc1cc(=O)[nH]c(SCCN2C(=O)c3ccccc3C2=O)n1	-9	-1	0.6	12	-2	-7	12	-4	12
Cc1ccccc1SCC(=O)OCC(=O)NCc1ccccc1	-8	-4	-0.5	7	2	-3	-1	-5	-5
CCOC(=O)C1CCN(C2=NC(=O)/C(=C/c3ccc(O)cc3)S2)CC1	-12	-3	2.0	1	0	17	3	-3	2
Cc1ccc(C(=O)NCC(=O)Nc2ccc(F)c(F)c2F)cc1	-16	-3	0.7	-10	3	18	-2	-14	-6
O=C(CN1CC(c2ccccc2)CC1=O)Nc1ccc2c(c1)OCO2 (stereo not given)	-14	7	0.0	4	24	21	1	-9	-10
O=C([C@H]1O[C@@H](n2ccc(=O)[nH]c2=O)[C@H](O)[C@@H]1O)N1CCN(Cc2ccccn2)CC1	-7	·	0.1	-9	·	-9	1	·	·
O=C(N=C1SC2CS(=O)(=O)CC2N1c1ccccc1)C1CCCCC1 (stereo not given)	-13	-2	1.3	-8	12	12	0	-8	-13
COc1ccc(C)cc1NC(=O)c1nnn(Cc2cccc(C(F)(F)F)c2)c1N	4	-6	0.0	-18	0	7	1	13	4

(listing goes on)
SMILES	CHO-K1 Ca antag	CHRM1 agonist	CHO-K1 Ca ag	TAAR1 antagonist	M1 PAM	M1 PAM parental	TAAR1 agonist	CHO parental Ca	CHRM1 antagonist
CCOC(=O)C1=CCN(S(=O)(=O)c2ccc(F)cc2)C1c1cccc(F)c1 (stereo not given)	27*	-4	1.9	23	0	-7	1	·	7
CCN(Cc1ccccc1)c1ccc(N=Nc2nn(C)c(C)c2[N+](=O)[O-])cc1	-13	-8	0.2	-4	0	26	-1	-2	-1
CCOc1c2ccc(C(=O)NCc3cc(C(F)(F)F)cc(C(F)(F)F)c3)cc2nn1C	-21	-11	-0.5	6	-7	19	-2	-15	5
O=C(CSc1nc2[nH]ncc2c(=O)n1-c1ccccc1Cl)N1CCCC1	-14	-3	-0.2	-16	6	12	5	-15	-7
NS(=O)(=O)c1ccc(NC(=S)Nc2nn(Cc3ccc(Cl)cc3Cl)cc2Cl)cc1	-6	2	0.4	-12	4	22	1	-21	-5
Cc1ccccc1N1CCN(Cc2ccc(Br)o2)CC1	-6	-4	0.3	-5	-4	9	6	·	0
Cc1cccc(CCNC(=O)Cn2ncc3c([nH]c4ccc(C)cc43)c2=O)c1	15	9	-0.6	-14	17	-3	2	15	2
CCOc1ccc(C(=O)NC(=S)Nc2cccc(S(=O)(=O)NC3=NCCC3)c2)cc1	8	-3	6.1	-17	5	-7	2	-13	-5

Shown with two lines to a compound: entries from further up.
Second line of a record – CHO-K1 Ca antag	CHRM1 agonist	CHO-K1 Ca ag	TAAR1 antagonist	M1 PAM	M1 PAM parental	TAAR1 agonist	CHO parental Ca	CHRM1 antagonist
COc1ccc(C)cc1NC(=O)c1nnn(Cc2cccc(C(F)(F)F)c2)c1N
    4	-6	0.0	-18	0	7	1	13	4
CCOC(=O)C1=CCN(S(=O)(=O)c2ccc(F)cc2)C1c1cccc(F)c1 (stereo not given)
    27*	-4	1.9	23	0	-7	1	·	7
CCN(Cc1ccccc1)c1ccc(N=Nc2nn(C)c(C)c2[N+](=O)[O-])cc1
    -13	-8	0.2	-4	0	26	-1	-2	-1
CCOc1c2ccc(C(=O)NCc3cc(C(F)(F)F)cc(C(F)(F)F)c3)cc2nn1C
    -21	-11	-0.5	6	-7	19	-2	-15	5
O=C(CSc1nc2[nH]ncc2c(=O)n1-c1ccccc1Cl)N1CCCC1
    -14	-3	-0.2	-16	6	12	5	-15	-7
NS(=O)(=O)c1ccc(NC(=S)Nc2nn(Cc3ccc(Cl)cc3Cl)cc2Cl)cc1
    -6	2	0.4	-12	4	22	1	-21	-5
Cc1ccccc1N1CCN(Cc2ccc(Br)o2)CC1
    -6	-4	0.3	-5	-4	9	6	·	0
Cc1cccc(CCNC(=O)Cn2ncc3c([nH]c4ccc(C)cc43)c2=O)c1
    15	9	-0.6	-14	17	-3	2	15	2
CCOc1ccc(C(=O)NC(=S)Nc2cccc(S(=O)(=O)NC3=NCCC3)c2)cc1
    8	-3	6.1	-17	5	-7	2	-13	-5

Additional compounds follow:
SMILES	CHO-K1 Ca antag	CHRM1 agonist	CHO-K1 Ca ag	TAAR1 antagonist	M1 PAM	M1 PAM parental	TAAR1 agonist	CHO parental Ca	CHRM1 antagonist
Cc1ccc(C(=O)NCCSc2snnc2C)cc1	43*	-5	0.3	1	-5	-5	-3	-11	2
Cn1cnc2c1c(=O)n(Cc1cccc(Br)c1)c(=O)n2C	7	-5	0.4	5	2	5	7	-5	4
O=C(CSc1nnc(-c2cccc(S(=O)(=O)N3CCCCC3)c2)o1)NCCC1=CCCCC1	2	-1	-0.3	3	4	7	4	-21	-8
Cc1ccc(C2CC2c2n[nH]c(=S)n2-c2ccc(C)cc2)cc1 (stereo not given)	19	-6	-0.7	3	-6	-16	15	-24	5
O=C(COC(=O)c1nc(-c2ccccc2)n(-c2cccc(C(F)(F)F)c2)n1)NCc1cccs1	7	-10	0.1	-2	-21	-11	-1	4	15
O=C(NCC1CC1)Nc1ccccc1F	-5	-5	1.6	3	7	-8	0	-1	-11
COc1ccc(NC(=O)C2C3C=CC(C3)C2C(=O)NCc2ccccn2)c(OC)c1 (stereo not given)	-12	-3	0.4	-8	5	13	1	-9	-12
Cc1cc(SCc2ccc(C(F)(F)F)cc2)nc(=O)[nH]1	-13	-2	2.3	0	6	1	3	-10	-8

Following part
SMILES	CHO-K1 Ca antag	CHRM1 agonist	CHO-K1 Ca ag	TAAR1 antagonist	M1 PAM	M1 PAM parental	TAAR1 agonist	CHO parental Ca	CHRM1 antagonist
Nc1nc(N)nc(-c2cc(O)ccc2O)n1	-8	-3	0.0	-10	-1	-6	1	-6	3
O=c1[nH]c(O)c(C=Nc2ccc(Cl)cc2Cl)c(=O)[nH]1	-14	-2	0.1	2	8	6	1	·	-17
Cc1ccc2cc(/C=N/NC(=O)[C@H]3C[C@@H]3c3ccccc3)c(Cl)nc2c1	-12	-2	0.5	-10	8	16	4	-13	3
Cc1noc(C)c1CSCC(=O)OCC(=O)N1CC(=O)Nc2ccccc21	6	-3	0.7	-11	12	7	14	-3	-14
Cc1[nH]c2ccccc2c1C(=O)C(C)OC(=O)c1ccccc1NCCO (stereo not given)	-1	1	3.6	6	9	-8	11	-9	-5
Clc1cccc(CSc2ncn(-c3ccccc3)n2)c1	-10	-7	-0.1	15	-12	19	3	-23	8
O=C(Oc1cccnc1)c1cc(S(=O)(=O)N2CCOCC2)ccc1Cl	0	-3	0.7	-2	-7	-15	11	4	-3
